Lipid storage S3: qHTS Assay for Lipid Storage Modulators in Drosophila S3 Cells; Drosophila S3 cells, BODIPY lipid droplet fluorescence, 18-24 h; cells fed with added oleic acid; lipid storage change, negative = inhibition, % at the top dose, mostly 46.1 µM; hits show Potency in µM; hit rate 0.64% among 320,000; AID 2685; active = well fitted inhibition curve with a large enough effect in the signal ratio, with a control signal flat, not every such curve was filed as active; inconclusive = small, poorly fitted or top-dose-only effect, or effect the other way, or a change in a side signal; the % refers to the signal ratio
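Drosophila S3 cells got compounds at several concentrations plus oleic acid (400 uM solution). Laser-scanning cytometry with 488 nm excitation read lipid droplets at 500-530 nm and cells at 575-640 nm. Percent activity was relative to 20 uM Triacsin C.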
Lipid storage S3 cell count max: further read-out of Lipid storage S3, marked with its call; cell number change, %; measured here: cell count max response;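 cells counted by Cell Tracker Red CMTPX staining in the red channel; peak over a dose series mostly up to 46.1 µM; percent activity relative to internal control wells on each plate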
* = called active by the depositor; i = inactive; ? = inconclusive; . = no result given; [ ] = another dose, or the depositor's remark. % is scaled to controls: 0 for no effect and ±100 for the full control effect; potency is read from the fitted curve at half-maximal effect. This is a subset, so the mix of outcomes need not match the whole.

SMILES	Lipid storage S3	Lipid storage S3 cell count max
Cc1ccc(S(=O)(=O)N(C)CC(=O)Nc2ncccc2C)cc1	9%[0.0737 µM]	.
COc1ccc(NC(=O)NC2(C(=O)N3CCCCCC3)CCCCC2)cc1	?	.
CC(C)c1ccccc1NC(=O)Nc1ccc2c(c1)OCO2	?	.
CC(C)C(=O)N1CCN(c2ccccc2N)CC1	?	.
COc1cccc(C2Nc3ccc4ccccc4c3C3=C2C(=O)CC(C)(C)C3)c1OCC(=O)O (stereo not given)	9%	3
CC1SC(C)C(=O)N(CC(=O)NCc2ccc(F)cc2)C1=O (stereo not given)	9%	9
Cn1cc(CN2CCC[C@H]2CO)c(-c2cccc(Cl)c2)n1	?	.
O=C(NCc1ccccc1CN1CCCC1)C1CCN(C(=O)c2ccc(F)cc2)CC1	7%	5
CCCCN1c2ccccc2N(CCCO)c2cc(C)nnc21	?	.
COc1cc2c(cc1OC)C(=O)Cc1ccc3c(c1CN(C)CC2)OCO3	-2%	7
CCOc1ccc(CN2CCNC(=O)C2CC(=O)NCCc2cnccn2)cc1 (stereo not given)	?	.
COc1ccc(NS(=O)(=O)c2cc(NS(=O)(=O)c3cccs3)ccc2C)cc1	?	.
COc1ccccc1NS(=O)(=O)c1cc(NC(=O)Nc2cccc(C)c2)ccc1N1CCCCC1	?	.
Cc1cc(Cl)ccc1Oc1ccccc1C(=O)CC#N	?	.
O=C(NC1CCCCC1)C(c1ccc(O)c(O)c1)N(C(=O)Cn1nnc2ccccc21)c1cccc(O)c1 (stereo not given)	?	.
COC(=O)c1c(C)[nH]c(C(=O)C(C)OC(=O)C2=NNC(=O)CC2)c1C (stereo not given)	?	.
Cc1ccc(OCCN2CCN(C(=O)CCC(=O)Nc3nnc(C(C)C)s3)CC2)cc1	17%	-27
CN(c1ccc(OCC(=O)OCC(=O)Nc2c(F)c(F)c(F)c(F)c2F)cc1)S(=O)(=O)c1ccc(F)cc1	?	.
COc1ccc(CC(=O)c2ccc(O)cc2O)cc1	?	.
O=S(=O)(Nc1ccc(Br)cc1)c1cccc2cccnc12	?	.
CC(C)CCN1C(Nc2ccccc2)=NC[C@@H]1CC(C)C	-30%	10
CCOc1ccc(N(CC(=O)N/N=C/c2cc(Br)c(C)o2)S(C)(=O)=O)cc1	?	.
Cc1ccc(NC2=CC(=O)CC(c3ccc(Cl)cc3)C2)cc1 (stereo not given)	?	.
CCN1C(=O)CSc2ccc(C(=O)NCc3ccco3)cc21	?	.
CCC(C)(C)NC(=O)COc1ccc(OCc2ccccc2)cc1	-22%	11
Cc1[nH]c2ccccc2c(=O)c1SC(F)(F)C(F)C(F)(F)F (stereo not given)	-6%	-21
CCN1C(=O)C(CC(=O)Nc2ccc(F)cc2)N(Cc2ccc3c(c2)OCO3)C1=S (stereo not given)	?	.
CCN1CCN(CC(=O)Nc2ccc(Cl)c(S(=O)(=O)N(C)C)c2)CC1	i	.
COCCN(C(C)=O)c1nnc(-c2ccccn2)s1	16%	7
CCCN1CCN(C(=O)c2ccc(-c3ccc([N+](=O)[O-])cc3)o2)CC1	?	.
CCn1c(SCc2nc3sc(C(=O)O)c(C)c3c(=O)[nH]2)nc2ccccc21	21µM*	.
Cc1cc(OCC(=O)NC(C)c2ccccc2)ccc1[N+](=O)[O-] (stereo not given)	?	.
COc1ccc2c(c1)c(=O)oc1cc(OCC(=O)NC3CC3)ccc12	?	.
Cc1cc(C(=O)N2CCN(c3ccc(C(F)(F)F)cn3)CC2)c(C)o1	?	.
O=C(CCN1C(=O)C2C3CC(C(Br)C3Br)C2C1=O)OCC(=O)c1ccccc1 (stereo not given)	-3%	14
COc1ccc(Nc2nc(N)nc(CN3CCOCC3)n2)cc1	7%	1
Cc1cccc(Cn2cnc3ccccc32)c1	0%	0
CS(=O)(=O)c1ccc2nc(NC(=O)c3ccc(Cl)cc3)sc2c1	?	.
CC(=O)c1ccc(NC(=O)c2cnsn2)cc1	-2%	-5
CCCCNc1ncnc2sc3c(c12)CCN(CCC)C3	3%	14
O=C(Nc1nc2c(F)cc(F)cc2s1)c1ccc([N+](=O)[O-])o1	5.8µM*	-16*
NS(=O)(=O)c1ccc(NC(=O)CCc2ccccc2)cc1	?	.
Cc1cccc(NC(=O)c2ccc3c(c2)OCCO3)n1	?	.
Cc1cccc(C)c1NC(=O)CSc1cc(C(=O)c2nccn2C)c2ccccc2n1	8%	9
Cc1ccc(C(=O)Nc2ncc([N+](=O)[O-])s2)cc1	23µM*	-15*
O=C(Nc1ccccc1)/C(=C1\CCCN1)[N+](=O)[O-]	?	.
Nc1[nH]c2cc([N+](=O)[O-])ccc2c1-c1ccccn1	?	.
Cc1nn(Cc2ccccc2)c(C)c1CCC(=O)O	?	.
COc1ccc(-n2c(=S)[nH]c3cc(C(=O)N4CCN(c5ccccc5)CC4)ccc3c2=O)cc1	?	.
CCCCNC(=O)C1CC(=O)N(CCC(C)C)C1 (stereo not given)	22%	8

Full records as entered above. Order of values: Lipid storage S3, Lipid storage S3 cell count max
Entry for `COc1ccc(CC(=O)c2ccc(O)cc2O)cc1` = ?, .
Entry for `Cc1ccc(S(=O)(=O)N(C)CC(=O)Nc2ncccc2C)cc1` = 9%[0.0737 µM], .

The listing continues.
SMILES	Lipid storage S3	Lipid storage S3 cell count max
N#C/C(=C\c1cccc(Oc2ccc(C(F)(F)F)cc2[N+](=O)[O-])c1)c1nc2ccccc2[nH]1	?	.
CCCC(=O)N(c1ccc(OC)cc1)C1C=CS(=O)(=O)C1 (stereo not given)	?	.
Cc1ccc(C)c(NCC(O)c2ccccc2)c1 (stereo not given)	-19%	-12
CCNC(=S)Nc1ccc(OC(F)(F)F)cc1	?	.
O=C(CSC1=NS(=O)(=O)c2cc(Cl)ccc2N1)Nc1ccccc1C(F)(F)F	?	.
CC(C)CC(=O)Nc1ccc(C(=O)COC(=O)C2CC(=O)N(Cc3ccccc3)C2)cc1 (stereo not given)	?	.
C=CCOc1c(Cl)cc(CNn2cn[nH]c2=S)cc1OC	?	.
COc1ccc(-c2nn(-c3ccccc3)cc2C(=O)N2CCN(S(=O)(=O)c3cccc(F)c3)CC2)cc1	?	.
CC(C(=O)N1CC2(C)CC1CC(C)(C)C2)N1C(=O)c2ccccc2C1=O (stereo not given)	?	.
O=C(Cc1cccs1)NCCc1cn2ccccc2n1	-2%	-7

Reprinted from the results shown for reference:
SMILES	Lipid storage S3	Lipid storage S3 cell count max
O=C(Nc1nc2c(F)cc(F)cc2s1)c1ccc([N+](=O)[O-])o1	5.8µM*	-16*
NS(=O)(=O)c1ccc(NC(=O)CCc2ccccc2)cc1	?	.
Cc1cccc(NC(=O)c2ccc3c(c2)OCCO3)n1	?	.
Cc1cccc(C)c1NC(=O)CSc1cc(C(=O)c2nccn2C)c2ccccc2n1	8%	9
Cc1ccc(C(=O)Nc2ncc([N+](=O)[O-])s2)cc1	23µM*	-15*
O=C(Nc1ccccc1)/C(=C1\CCCN1)[N+](=O)[O-]	?	.
Nc1[nH]c2cc([N+](=O)[O-])ccc2c1-c1ccccn1	?	.
Cc1nn(Cc2ccccc2)c(C)c1CCC(=O)O	?	.
COc1ccc(-n2c(=S)[nH]c3cc(C(=O)N4CCN(c5ccccc5)CC4)ccc3c2=O)cc1	?	.
CCCCNC(=O)C1CC(=O)N(CCC(C)C)C1 (stereo not given)	22%	8
N#C/C(=C\c1cccc(Oc2ccc(C(F)(F)F)cc2[N+](=O)[O-])c1)c1nc2ccccc2[nH]1	?	.
CCCC(=O)N(c1ccc(OC)cc1)C1C=CS(=O)(=O)C1 (stereo not given)	?	.
Cc1ccc(C)c(NCC(O)c2ccccc2)c1 (stereo not given)	-19%	-12
CCNC(=S)Nc1ccc(OC(F)(F)F)cc1	?	.
O=C(CSC1=NS(=O)(=O)c2cc(Cl)ccc2N1)Nc1ccccc1C(F)(F)F	?	.
CC(C)CC(=O)Nc1ccc(C(=O)COC(=O)C2CC(=O)N(Cc3ccccc3)C2)cc1 (stereo not given)	?	.
C=CCOc1c(Cl)cc(CNn2cn[nH]c2=S)cc1OC	?	.
COc1ccc(-c2nn(-c3ccccc3)cc2C(=O)N2CCN(S(=O)(=O)c3cccc(F)c3)CC2)cc1	?	.
CC(C(=O)N1CC2(C)CC1CC(C)(C)C2)N1C(=O)c2ccccc2C1=O (stereo not given)	?	.
O=C(Cc1cccs1)NCCc1cn2ccccc2n1	-2%	-7

Further structures.
SMILES	Lipid storage S3	Lipid storage S3 cell count max
Cc1cc[n+](-c2nc([O-])sc2/C=N/Nc2ccc([N+](=O)[O-])cc2)cc1	?	.
Cc1nc2ccc(C(=O)Nc3cccc([N+](=O)[O-])c3)cc2s1	?	.
Cc1cc(O)cc2c(=O)c3ccccc3sc12	-6%	2
COc1cccc(CC(=S)N2CCOCC2)c1	-8%	11
CN(C)c1ccc(C(O)P(=O)(OCc2ccccc2)c2ccc(N(C)C)cc2)cc1 (stereo not given)	?	.
COc1ccc(N(CCC(=O)NCCc2ccccc2)S(=O)(=O)c2ccc(C)cc2C)cc1	?	.
Cc1c(CC(=O)NCCCC(=O)O)c(=O)oc2c(C)c3oc4c(c3cc12)CCCC4	?	.
Cc1ccccc1C(=O)Nc1cc(S(=O)(=O)N2CCCCC2)ccc1N1CCN(C)CC1	15%	0
Cc1cccc(/C(N)=N/OC(=O)CCCN2C(=O)c3ccccc3C2=O)c1	0%	0
CC(Sc1nc2ccccc2[nH]1)C(=O)NC1CCCCC1C (stereo not given)	i[0.369 µM]	1
CC(C)CN(C(=O)COC(=O)CNC(=O)c1ccc(Cl)cc1)C1CCS(=O)(=O)C1 (stereo not given)	?	.
COC(=O)Cn1ncc(N2CC(C)OC(C)C2)c(Cl)c1=O (stereo not given)	?	.
CC(C)NC(=O)CCN1C(=O)c2ccccc2Sc2ncccc21	?	.
Cc1cc(NC(=O)CSc2nc(-c3cccnc3)ccc2C#N)no1	11%	-12
CCOc1ccc(NC(=O)c2cccc3c2C(=O)N(CCOC)C3)cc1	?	.
CCOCCCNCc1ccc(Cl)cc1	11%	7
CCn1c(Cc2ccccc2)nnc1SCC(=O)NC(C)(C)C	?	.
CCCc1ccc(-c2ccc(-c3noc(-c4ccncc4)n3)cc2)nc1	-25%	15
CCN1CCN(CC(=O)N2N=C(c3cccs3)CC2c2ccc(OC)c(OC)c2)C(=O)C1=O (stereo not given)	?	.
COc1ccccc1CNC(=O)C1COc2ccccc2O1 (stereo not given)	?	.
CCOC(=O)N1C/C(=C\c2ccccc2)C(=O)/C(=C/c2ccccc2)C1	i	-11
CCC(=O)N1C(=O)CCN(C(C)=O)c2ccccc21	0%	7
CN1CCCN(Cc2ccccc2Br)CC1	27%	-12
COc1cc(COc2ccc3c(C)c(Cc4ccccc4)c(=O)oc3c2)cc(OC)c1OC	?	.
CSc1ccccc1NC(=O)CN(C)CC(=O)Nc1c(F)cccc1F	9%	1
CCCCCCCCCCCCCCCC[n+]1ccc(C(N)=O)cc1	?	.
COc1ccc(NC(=O)NN2CCOCC2)cc1OC	?	.
CC(O)[C@H]1CC[C@H]2[C@@H]3CC[C@H]4C[C@H](O)CC[C@]4(C)[C@H]3[C@H](O)C[C@]12C (stereo not given in full)	?	.
NS(=O)(=O)c1cccn1-c1ncc(C(F)(F)F)cc1Cl	?	.
CC(C)C[C@H](NC(=O)c1[nH]cnc1C(=O)Nc1ccc(Cl)cc1)C(=O)OC(C)(C)C	?	.
COc1ccc(OC)c(NC(=O)CCN2CC(C)OC(C)C2)c1 (stereo not given)	?	.
COc1cc(C(=O)Nc2ccc(Cl)c([N+](=O)[O-])c2)cc(OC)c1OC	?	.
CSc1ccccc1C(=O)NCCCOC(C)C	i	8
Cn1cc(CN2CCCC(C(=O)c3cccs3)C2)c(-c2cccc(Cl)c2)n1 (stereo not given)	?	.
O=c1[nH]c2cc3c(cc2cc1C(c1nnnn1Cc1ccccc1)N1CCCc2ccccc21)OCO3 (stereo not given)	11%	-1
NC(=O)COC(=O)CCSc1ccc(Cl)cc1	?	.
O=C(N/N=C/C=C/c1ccccc1[N+](=O)[O-])c1ccncc1	3%	7
Cc1ccc2[nH]c3c(c2c1)CN(C(=O)CN1CCN(c2cccc(C)c2C)CC1)CC3	-106%	.
Cc1nc2ccccc2n1C1CCN(CC(=O)NCc2ccc(F)cc2)CC1	-19%	-22
CC1(C)C(=O)OC(/C=C\c2ccccc2)C(C)(C)C1=O (stereo not given)	?	.
O=C/C(=C\Nc1ccc(Cl)cn1)c1nc2ccccc2o1	5%	4
CC1CCCc2sc3nc(NCc4ccco4)n4ncnc4c3c21 (stereo not given)	?	.
COc1ccc(CCNC(=O)c2ccc3c(c2)OCCO3)cc1	?	.
O=C(N1CCCCCC1)N1CCN(S(=O)(=O)N2CCOCC2)CC1	?	.
COCCCNC(=O)COc1ccc(Br)cc1Cl	?	.
Cc1cccc(C)c1NC(=O)C1(N(Cc2ccco2)C(=O)CC2NC(=O)NC2=O)CCCCC1 (stereo not given)	23%	10
O=C(N/N=C/c1ccccc1OC(=O)c1ccc2c(c1)OCO2)c1ccccc1	?	.
O=C(c1cc(S(=O)(=O)N2CCN(c3ccccc3)CC2)ccc1Cl)N1CCCC(C(F)(F)F)C1 (stereo not given)	?	.
CCCCN(C(=O)c1[nH]c(C)c(C(C)=O)c1C)c1c(N)n(CCCC)c(=O)[nH]c1=O	?	.
CCN(CC)S(=O)(=O)c1cccc(-c2nnc(SCC(N)=O)n2C)c1	2%	11
(listing goes on)
SMILES	Lipid storage S3	Lipid storage S3 cell count max
Cc1c(-c2nc(N)nc(Nc3ccccc3F)n2)oc2ccccc12	?	.
CCOc1ccc(NS(=O)(=O)c2ccc(C(=O)NCC(C)(C)N3CCOCC3)cc2)cc1	?	.
CCN1CCCC1Cn1cnc2c([nH]c3ccc(C)cc32)c1=O (stereo not given)	5%	1
Nn1c(SC/C=C/c2ccccc2)nnc1-c1ccco1	?	.
CC(=O)Nc1cc(Cl)ccc1OS(=O)(=O)c1ccc(C)cc1	9%	4
